Source: PubChem (several laboratories)
BoNT-A LC inh2 – BoNT A light chain protease inhibition. multiplex microsphere protease substrate cleavage, flow cytometry. inhibition, % at 10 µM. 0.17% of 360,000 active; in the data active = inhibition above about 30%; inconclusive = no clear call, values can overlap the other calls; note: plate controls were buffer without enzyme for full effect and enzyme alone for no effect
FadD28 FP inh – inhibitors of Mycobacterium tuberculosis FadD28 bisubstrate binding; FadD28 bisubstrate probe binding, fluorescence polarization; inhibition, % at 12.5 µM; 0.22% of 360,000 active; in the data active = inhibition above about 8.5%, passing the limit was not always enough; inconclusive = no clear call, values can overlap the other calls
BoNT F protease – inhibitors of Botulinum neurotoxin F light chain protease; Multiplex microsphere protease cleavage assay, flow cytometry; inhibition, % at 10 µM; 0.22% of 360,000 active; AID 588497; in the data active = inhibition above about 35%, passing the limit was not always enough; inconclusive = no clear call, values can overlap the other calls; note: plate controls were buffer without enzyme for full effect and enzyme alone for no effect
Mtb UGM inh – Mtb UDP-galactopyranose mutase inhibition | 0.06% of 320,000 active | inhibition, % at 10 µM | P9WIQ1 | purified UGM, fluorescence polarization probe displacement; in the data active = inhibition above about 10%, passing the limit was not always enough; inconclusive = no clear call, values can overlap the other calls
Target sequence (P9WIQ1 whole entry, looked up): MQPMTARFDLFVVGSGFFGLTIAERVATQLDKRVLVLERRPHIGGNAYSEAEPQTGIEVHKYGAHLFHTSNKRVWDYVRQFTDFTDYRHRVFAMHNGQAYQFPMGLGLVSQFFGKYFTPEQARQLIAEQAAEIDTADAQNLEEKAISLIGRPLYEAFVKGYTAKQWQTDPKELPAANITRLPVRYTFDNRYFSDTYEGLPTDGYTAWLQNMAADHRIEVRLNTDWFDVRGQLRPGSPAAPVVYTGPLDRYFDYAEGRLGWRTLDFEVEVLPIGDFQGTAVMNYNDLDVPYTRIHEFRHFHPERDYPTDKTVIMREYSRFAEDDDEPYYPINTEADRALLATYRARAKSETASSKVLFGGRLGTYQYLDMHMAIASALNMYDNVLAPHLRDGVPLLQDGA
Mtb BioA inh – inhibitors of Mycobacterium tuberculosis BioA enzyme; inhibition, % at 9.99 µM; purified M. tuberculosis BioA enzyme, plate reader; 0.096% of 360,000 active; in the data active = inhibition above about 40%; inconclusive = no clear call, values can overlap the other calls
GDH-TPI counter – inhibits GDH-TPI coupling enzymes, artifact for Mtb FBA screen. GDH-TPI coupled enzyme counterscreen, NADH absorbance. inhibition, % at 4.8 µM. 1.2% of 360,000 active;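 note: 0% = DMSO wells and 100% = wells lacking the enzyme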
Mtb FBA inh – Mtb fructose-bisphosphate aldolase inhibition; purified M. tuberculosis FBA, fluorescence read-out; 2.3% of 360,000 active; inhibition, % at 1 µM; P9WQA3; in the data active = inhibition above about 27%;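 note: 0% = vehicle and 100% = reference inhibitor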
Target sequence (P9WQA3 whole entry, looked up): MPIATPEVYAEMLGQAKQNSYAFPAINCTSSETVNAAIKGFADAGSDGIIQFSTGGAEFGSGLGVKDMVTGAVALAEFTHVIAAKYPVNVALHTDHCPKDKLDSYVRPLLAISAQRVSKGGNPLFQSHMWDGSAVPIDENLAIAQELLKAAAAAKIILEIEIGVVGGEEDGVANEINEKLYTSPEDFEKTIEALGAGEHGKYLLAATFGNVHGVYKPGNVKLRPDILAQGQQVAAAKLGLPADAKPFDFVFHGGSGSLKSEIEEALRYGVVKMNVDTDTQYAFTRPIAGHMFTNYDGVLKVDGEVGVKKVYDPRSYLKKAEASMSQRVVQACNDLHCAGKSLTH
CCHFV vOTU inh – CCHFV vOTU protease inhibition | Pep-AMC fluorescence | inhibition, % at 11.5 µM | 0.55% of 370,000 active; note: 0% = vehicle wells with enzyme and 100% = no enzyme wells
PrPC TRFRET – reduces human prion protein on the cell surface. cell surface PrPC, TR-FRET read-out. 0.43% of 370,000 active. inhibition, % at 13.8 µM; in the data active = inhibition above about 24%; note: 0% = median of the test wells and 100% = reference compound wells
Numbers without * were called inactive; ? = inconclusive; / = not tested or not shown. Cut-off read from the data, not from the text of the source, unless noted: active = inhibition above about 30%; inactive = the rest. Compounds were not picked by outcome (roughly 4.8% active in at least one column).

SMILES	BoNT-A LC inh2	FadD28 FP inh	BoNT F protease	Mtb UGM inh	Mtb BioA inh	GDH-TPI counter	Mtb FBA inh	CCHFV vOTU inh	PrPC TRFRET
O=C(NCCC(=O)N1CCCC1)c1ccccc1Cl	-2.4	-1.2	-1	-1.5	0.9	3	-3	10	-5
CN(Cc1cccc(F)c1)C(=O)c1ccc2c(=O)n3c(nc2c1)CCC3	0.2	-1.7	-7	-1.3	-0.2	0	-2	3	1
Nc1ccc(-c2ccc(N)cc2)cc1	0.8	1.6	-12	/	-1.7	-3	5	-8	10
C#CCN1C=CC(=O)[C@@H](O)[C@H]1c1ccccc1Br	-0.1	-0.4	-8	/	-4.4	25	2	6	-2
CC(C)(C)OC(=O)C[C@H]1C/C=C\C[C@H](CC(=O)N(CCO)Cc2ccccc2)C(=O)N2CCC[C@H]2COC1=O	-0.5	-3.9	-8	2.4	-1.3	-5	-3	0	-5
CCOC(=O)c1[nH]c(C)c(C(=O)c2ccc(C)cc2)c1C	-0.4	-3.1	4	-0.6	-2.6	4	-1	6	6
O=C(CSc1nccn1-c1ccccc1)NCc1ccc2c(c1)OCO2	-0.6	-4.5	-12	0.3	2.3	-4	-1	2	8
CC(C(=O)N1CCN(c2ccccc2)CC1)c1ccc([N+](=O)[O-])cc1 (stereo not drawn)	12	-2.3	?	-1.2	4.3	20	-2	-7	-17
COc1cccc(-n2c(Cc3cc(=O)[nH]c(=O)[nH]3)nnc2SCC(=O)Nc2ccccc2)c1	-0.1	-4.6	-3	3.0	-0.6	-4	-2	5	-11
CCOc1cc(C(=O)OC(C)C(=O)Nc2ccccc2OC)ccc1OCC(=O)N1CCOCC1 (stereo not drawn)	1.9	-0.7	3	/	-1.6	7	3	-8	7
O=C1NC2=C(C(=O)CCC2)C(c2ccc(OC(F)F)cc2)N1 (stereo not drawn)	-2.7	1.9	1	0.5	-1.0	11	1	5	3
Cn1c(=O)c2sccc2n2c(CCCC(=O)Nc3ccc(F)cc3F)nnc12	1.0	-2.9	8	-0.3	0.7	-11	6	-8	3
Cc1ccc(OCC(=O)Nc2ccccc2-c2ccccc2)cc1	0.1	0.8	-4	-1.9	-3.2	12	-1	8	-1
CC(NC(=O)c1ccccc1F)c1nnc(SCC(=O)NC2CCCCC2)n1C (stereo not drawn)	-1.8	-2.7	-8	0.3	0.1	-9	2	8	-6
CCC(C(=O)O)n1nc(-c2ccccc2)c2cc(Cl)ccc21 (stereo not drawn)	0.1	-0.7	-5	1.7	/	1	9	0	9
Cc1c(-n2c(O)c(C3=c4ccccc4=NC3=O)sc2=S)c(=O)n(-c2ccccc2)n1C	0.6	-0.6	3	1.4	/	0	0	-13	-9
O=C(CCCCC(=O)Nc1ccccc1)Nc1ccccc1	0.4	-1.5	2	0.1	0.6	-4	3	-9	7
CCOC(=O)N1CCN(C(=O)CSc2nc3c(cnn3-c3ccc(C)cc3)c(=O)[nH]2)CC1	0.7	-0.5	0	2.6	-0.1	10	8	-1	4
CCN(CC)S(=O)(=O)c1ccc(C2=NOC3(C2)N(C)c2ccccc2C3(C)C)cc1 (stereo not drawn)	0.2	-4.1	-4	1.9	-2.0	-3	2	-1	-2
CCOC(=O)c1ccc(N2C(=O)CC(Nc3ccc(CCO)cc3)C2=O)cc1 (stereo not drawn)	-0.6	1.0	-13	-2.2	-2.2	2	0	4	-1
COc1ccccc1CNS(=O)(=O)CCNCCc1ccccc1	-0.5	-3.1	-3	/	0.9	1	1	5	-4
CCC(C)c1ccccc1N1CC(C(=O)N2CCN(C(=O)c3ccco3)CC2)CC1=O (stereo not drawn)	-0.4	-2.8	-4	4.4	-0.7	11	3	5	-1
CCN(CC)CCCN=Cc1c(O)n(-c2ccc(C)cc2)c(=O)c2ccccc12	-0.3	-1.2	1	1.8	9.5	23	10	-8	-3
COc1ccc2[nH]c(=O)c(CN(C(=O)C(C)C)c3ccccc3OC)cc2c1	0.1	-0.8	?	3.0	-1.5	11	6	-12	-1
CN(C)S(=O)(=O)c1ccc(S(=O)(=O)N2CCCC(C(=O)NC3CCCC3)C2)cc1 (stereo not drawn)	1.3	-0.9	-1	-0.6	-4.5	6	2	2	-6
Cc1cc(=O)[nH]c(SCC(=O)N2CCC(C(N)=O)CC2)n1	-1.3	0.2	-16	-0.3	-1.0	-2	1	4	0
CC(OC(=O)Cn1nnc2ccccc21)C(=O)NC1CCCC1 (stereo not drawn)	-0.3	-2.1	-4	0.2	-0.1	4	0	1	-1
O=C(O)CC(NC(=O)C1c2ccccc2Oc2ccccc21)c1ccc(Cl)cc1 (stereo not drawn)	-0.5	-3.7	-6	0.9	/	-9	-1	9	-7
COc1ccc(CCNC(=O)C2CCC(CNS(=O)(=O)c3ccc(F)cc3)CC2)cc1OC (stereo not drawn)	0.6	0.1	4	-0.8	/	-4	1	-2	11
O=C(Nc1ccc(N2C(=O)C3C4C=CC(C4)C3C2=O)cc1)Nc1cccnc1 (stereo not drawn)	-0.6	0.6	-2	-0.4	2.4	3	-1	-1	7
CCOC(=O)c1cc(-c2ccccc2C)n(CC2CC(c3ccc(OC)cc3)=NO2)n1 (stereo not drawn)	-0.8	-0.6	-8	2.6	3.1	-5	2	15	3
O=C(NP(=O)(N1CC1)N1CC1)c1cc(I)ccc1I	-0.5	-1.4	-7	/	/	13	3	1	-5
Cc1cccc(N2CCN(C(=O)C(Cc3ccccc3)n3cccc3)CC2)c1C (stereo not drawn)	-0.9	-3.2	-5	-3.9	-2.3	0	3	22	3
Cn1cnnc1SCC(=O)c1cc2ccccc2oc1=O	-0.5	-0.2	-12	-0.9	/	2	-1	7	-2
COc1ccc(NC(=O)CSc2nnc(NC(=O)c3ccco3)s2)cc1OC	0.7	0.1	3	-3.4	1.4	16	2	4	-4
CC1(C(=O)Nc2ccc(Cl)c(Cl)c2)CCN1C(=O)CCC1CCCC1 (stereo not drawn)	0.0	-5.7	-2	/	0.9	-13	2	12	3
O=C1CC(c2ccco2)Cc2c1cnn2-c1nc2ccccc2s1 (stereo not drawn)	0.4	-0.3	-6	-0.9	/	9	7	-7	-2
CCC(=Nc1ccc(OC)cc1OC)c1c(O)n(C)c(=O)n(C)c1=O	-0.8	-1.3	-27	1.8	-1.1	12	5	8	-5
CN(CC(=O)NCc1ccc(F)cc1)Cc1cccc(Cl)c1	1.3	-1.7	-9	-0.1	0.9	-3	1	12	-1
COc1ccc(C2CC(c3cccc([N+](=O)[O-])c3)=NN2/C(C)=C/C(C)=O)cc1 (stereo not drawn)	-11	-4.1	77*	/	0.1	-5	-1	5	-1
COc1ccc(CC(=O)Nc2ccc(C(=O)Nc3ccccc3C(=O)O)cc2)cc1OC	0.2	-27	4	4.5	/	4	2	9	-1
CC(C)CCNC(=S)Nc1ccc2nc3n(c(=O)c2c1)CCCCC3	-0.3	?	6	0.3	/	0	0	-1	4
CCCCNC(=O)NNC(=O)c1cc(C)on1	?	-2.7	?	-1.1	/	1	1	5	-3
CC(C)Oc1cccc(C(=O)C2CCCN(Cc3cccn3-c3ccccn3)C2)c1 (stereo not drawn)	-1.1	-1.2	5	1.4	/	-2	2	1	-2
CC(C)COC(=O)NCCOC(=O)Nc1cccc(Cl)c1	-0.2	-3.2	-2	3.0	0.1	5	-1	6	9

Look-ups from the results shown.
Nc1ccc(-c2ccc(N)cc2)cc1 @ Mtb BioA inh = -1.7
CCCCNC(=O)NNC(=O)c1cc(C)on1 @ FadD28 FP inh = -2.7
CCN(CC)CCCN=Cc1c(O)n(-c2ccc(C)cc2)c(=O)c2ccccc12 @ BoNT F protease = 1

(list continues)
SMILES	BoNT-A LC inh2	FadD28 FP inh	BoNT F protease	Mtb UGM inh	Mtb BioA inh	GDH-TPI counter	Mtb FBA inh	CCHFV vOTU inh	PrPC TRFRET
COc1ccc(NC(=O)c2ccc3ccccc3n2)cc1S(=O)(=O)N1CCCCC1	1.8	-2.1	3	-0.1	/	6	-1	-7	7
Cc1nn(Cc2ccccc2)c(C)c1C=C1C(=O)NC(=S)NC1=O	-0.4	-4.8	2	-1.0	/	-7	1	-2	3
CN(C)CC#CCC(O)(c1ccccc1)c1ccccc1	-5.9	-3.4	?	2.2	/	-4	1	6	-7
CCOc1cc(/C=N/NC(N)=O)ccc1OCC(=O)Nc1ccc(C)c(C)c1	0.0	-2.8	0	1.2	/	0	1	18	4
O=C(NCc1ccc2c(c1)OCO2)c1ccc(NC(=O)C2CCCO2)cc1 (stereo not drawn)	1.2	-0.1	4	0.0	-1.6	-7	-1	11	2
C[C@H](NC(=O)Nc1cccc(Br)c1)C(=O)O	0.3	-3.8	0	0.5	-0.5	3	3	1	-4
COc1ccc(OCC(=O)Nc2cc(S(=O)(=O)N3CCCC3)ccc2Cl)cc1	/	-1.1	/	/	-1.3	6	9	-2	0
CCN(CC)S(=O)(=O)c1cccc(C(=O)N/N=C/c2ccc(N3CCOCC3)cc2)c1	-0.3	-1.4	1	0.4	-0.6	26	28*	7	-3
Cc1[nH]c2ccccc2c1CCNC(=O)c1ccc2c(c1[N+](=O)[O-])C(=O)c1ccccc1C2=O	-1.5	-2.5	27	0.3	-2.4	14	0	12	-39
CCOC(=O)c1nc(-c2ccccc2)oc1N(C)C	-1.4	1.5	-2	1.2	-2.6	15	131*	-64	-9
COc1ccc(Cn2ccnc2SCC(=O)NC2CCCC2)cc1	0.7	-0.5	-3	-0.4	1.8	1	-1	-4	2
CC(C)(C)NC(=O)C(=O)NNC(=O)COc1ccccc1	-0.2	-2.6	4	2.4	/	10	-1	1	-4
COc1ccc(SC[C@H](Cc2ccccc2)N2CC[C@@H](NC(=O)OCc3ccccc3)CCC2=O)cc1	-0.1	-5.0	-11	-0.1	-0.5	11	-4	6	-1
CCC(C)c1ccccc1OCCCN(C)Cc1ccccc1 (stereo not drawn)	-0.9	-1.7	-13	1.0	-0.9	4	1	8	0
CN(CC(=O)O)S(=O)(=O)c1ccc2c(c1)n(C)c(=O)c(=O)n2C	-0.8	0.8	-2	-2.3	/	4	0	14	3

3 entries drawn at random from the list so far:
SMILES	BoNT-A LC inh2	FadD28 FP inh	BoNT F protease	Mtb UGM inh	Mtb BioA inh	GDH-TPI counter	Mtb FBA inh	CCHFV vOTU inh	PrPC TRFRET
CCOc1cc(/C=N/NC(N)=O)ccc1OCC(=O)Nc1ccc(C)c(C)c1	0.0	-2.8	0	1.2	/	0	1	18	4
O=C(NCc1ccc2c(c1)OCO2)c1ccc(NC(=O)C2CCCO2)cc1 (stereo not drawn)	1.2	-0.1	4	0.0	-1.6	-7	-1	11	2
COc1ccc(OCC(=O)Nc2cc(S(=O)(=O)N3CCCC3)ccc2Cl)cc1	/	-1.1	/	/	-1.3	6	9	-2	0

The list goes on:
SMILES	BoNT-A LC inh2	FadD28 FP inh	BoNT F protease	Mtb UGM inh	Mtb BioA inh	GDH-TPI counter	Mtb FBA inh	CCHFV vOTU inh	PrPC TRFRET
CN(C)S(=O)(=O)c1cccc(NC(=S)Nc2cc(Cl)cc(Cl)c2)c1	?	-6.2	-2	-1.5	-1.8	18	-2	1	-4
CCC(=O)c1cc(F)c(N2CCN(S(=O)(=O)c3ccccc3)CC2)cc1C	0.4	1.2	6	-0.4	2.6	4	0	29	7
COC(=O)C1=C(c2ccc(F)cc2OCc2ccccc2)C[C@@H]2CC[C@H]1N2C(=O)NCc1ccccc1Cl	-0.3	-1.6	1	0.6	-0.4	9	5	17	14
COc1ccc(CNC(=O)CNC(=O)c2sc3ccccc3c2Cl)cc1OC	0.4	-0.7	5	-3.0	/	-10	-2	0	5
O=C(/C=C/c1ccc(OCc2c(F)cccc2Cl)cc1)N1CCOCC1	-0.5	-0.4	-2	0.4	/	3	2	5	3
Cc1nc(N2CCC(C(N)=O)CC2)c2c(-c3cccs3)csc2n1	1.2	1.7	4	5.7	-2.0	6	4	-6	7
Cc1cc2cc(CNC(=O)c3ccc(C)c([N+](=O)[O-])c3)ccc2[nH]1	65*	-0.2	-89	-0.2	-2.4	16	3	-5	1
CC1([N+](=O)[O-])COC2(OC1)C(=O)Nc1ccccc12 (stereo not drawn)	-1.4	/	-6	0.2	-1.0	4	-3	-12	-3
O=C(NC1CCCCC1)c1cc2cc(Br)ccc2o1	-0.1	-1.0	-20	0.7	0.2	0	1	-11	0
